PP5 primary: blocks human protein phosphatase 5 activity; 0.18% of 320,000 active; inhibition, % at 6.7 µM; AID 1987; purified PP5c, OMFP substrate fluorescence; P53041;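 active = inhibition above the campaign's mean inhibition across all tested compounds plus 3 SD, cut at about 9.5% in these data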;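 also: 0% = DMSO only and 100% = 100 µM cantharidin control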
HCV core dimer: HCV core protein dimerization inhibition; TR-FRET GST/Flag-core106 dimerization, 1536-well; inhibition, % at 5 µM; 0.33% of 300,000 active; AID 1899;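 active = inhibition above the mean of all tested compounds plus 3 SD, set per screening campaign, cut at about 45% in these data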
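test system = GST/Flag-tagged HCV core106 proteins | probe or stimulus = Eu donor and XL665 acceptor anti-tag antibodies | times = compound-protein-antibody incubation 4 h at 22.5 °C | signal = TR-FRET, excitation 340 nm, emission 617 and 671 nm | measure = percent inhibition of core106 dimerization signal | controls = wells lacking GST-core106 and wells with excess unlabelled core106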
GRK2 aptamer HTS: inhibitors of human GRK2 displacing RNA aptamer. AID 488847. inhibition of aptamer binding, % at 10 µM. P25098. 0.59% of 330,000 active. bead flow cytometry, FAM-aptamer displacement from GRK2;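 active = inhibition of aptamer binding above 40%, roughly 3 SD of noise, on plates passing a quality check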;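 also: median bead fluorescence of bound FAM aptamer so fluorescent compounds give negative values; no value below 0 was filed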
Target sequence (P25098 whole entry, looked up): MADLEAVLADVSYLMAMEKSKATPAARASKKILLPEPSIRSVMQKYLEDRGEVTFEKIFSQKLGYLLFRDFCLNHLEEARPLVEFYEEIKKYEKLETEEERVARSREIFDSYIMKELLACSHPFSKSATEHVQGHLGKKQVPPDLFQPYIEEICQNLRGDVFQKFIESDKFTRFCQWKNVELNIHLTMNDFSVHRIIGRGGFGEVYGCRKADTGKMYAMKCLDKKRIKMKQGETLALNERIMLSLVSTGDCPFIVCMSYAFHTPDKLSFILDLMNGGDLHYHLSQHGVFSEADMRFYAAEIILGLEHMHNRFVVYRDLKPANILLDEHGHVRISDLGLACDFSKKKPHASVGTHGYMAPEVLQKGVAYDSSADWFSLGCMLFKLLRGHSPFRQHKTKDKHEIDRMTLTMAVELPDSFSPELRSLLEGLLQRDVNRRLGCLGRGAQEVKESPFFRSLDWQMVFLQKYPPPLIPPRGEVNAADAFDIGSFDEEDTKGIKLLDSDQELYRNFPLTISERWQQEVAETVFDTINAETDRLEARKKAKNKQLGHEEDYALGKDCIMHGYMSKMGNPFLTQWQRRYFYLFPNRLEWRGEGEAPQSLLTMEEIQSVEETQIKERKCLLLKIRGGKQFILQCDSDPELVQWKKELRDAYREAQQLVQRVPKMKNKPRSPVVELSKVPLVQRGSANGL
VLA-4 inh: inhibition in a human VLA-4 binding assay; P13612; VLA-4 expressing cells, ligand binding flow cytometry; inhibition, % (about 7 µM as worked out from the volumes in the protocol); 0.2% of 330,000 active; AID 2557; in the data active = inhibition above about 50%
CTSL1 counter: blocks F. hepatica cathepsin L1 in PFM18AAP counter-screen | inhibition, % at 5.96 µM | recombinant F. hepatica cathepsin L1, Z-Leu-Arg-MCA fluorescence | 0.49% of 300,000 active;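 active = inhibition above the mean of all tested compounds plus 3 SD, set per screening campaign, cut at about 17% in these data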;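 also: 0% = plate median of test compound wells and 100% = 1 µM Z-Phe-Ala-diazomethylketone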
PP1 counter: counter-screen for PP5 inhibitors: inhibitors of human PP1-alpha | purified PP1alpha, OMFP fluorescence | inhibition, % at 6.7 µM | 0.9% of 320,000 active;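 active = inhibition above the mean inhibition of all tested compounds plus 3 SD, computed separately for each screening campaign, cut at about 15% in these data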
proCasp7 act: activates human procaspase-7, counter-screen for procaspase-3 activators; AID 463210; recombinant procaspase-7, Ac-DEVD-pNA absorbance 405 nm; D23A/D198A/D206A triple mutant, cannot self-cleave; scale: DMSO 0, 5 µM enzyme 100; 0.093% of 330,000 active; P55210; activation, % at 8.5 µM;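 active = percent activation above the screen-wide mean plus 3 SD, cut at about 25% in these data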
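buffer or medium = Zinc-free HEPES/NaCl buffer, pH 7.4 | material = Procaspase-7 triple mutant (PC-7 D3A) | input = 2 µM procaspase-7 mutant as dispensed | signal = Epi-absorbance of released pNA at 405 nm, two timepoints | timing = 1 h preincubation, 2 h reaction | replicates = singlicate compound testing | evaluation = % activation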
GASC-1 inh: human JMJD2C demethylase inhibition | Q9H3R0 | GST-JMJD2C(1-420) H3K9me3 demethylation, DELFIA europium | inhibition, % at 2.35 µM | 0.069% of 330,000 active;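 active = more than half of a compound's replicate wells show inhibition beyond 50%, single wells judged on their own value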;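 also: signal counts dimethyl H3K9 product captured on neutravidin plate; 0% = median of DMSO wells and 100% = 0.3 times that DMSO median; strong numbers were not always called active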
proCasp3 act: activates human procaspase-3 | P42574 | recombinant procaspase-3 D3A, Ac-DEVD-pNA absorbance 405 nm | activation, % at 8.5 µM | 0.11% of 330,000 active | AID 463141;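 active = activation above the mean of all tested compounds plus 3 SD, cut at about 21% in these data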;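 also: 0% = DMSO alone and 100% = DMSO wells spiked with extra 5 µM PC-3 D3A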
Target sequence (P42574 whole entry D9A/D28A/D175A): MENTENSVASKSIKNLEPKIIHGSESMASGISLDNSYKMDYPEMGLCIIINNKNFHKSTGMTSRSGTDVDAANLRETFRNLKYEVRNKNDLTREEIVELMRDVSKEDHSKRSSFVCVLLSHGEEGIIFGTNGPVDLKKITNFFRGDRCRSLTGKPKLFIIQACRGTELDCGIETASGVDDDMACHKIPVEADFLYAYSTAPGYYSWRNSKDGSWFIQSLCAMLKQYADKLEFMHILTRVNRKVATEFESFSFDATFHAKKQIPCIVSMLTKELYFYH
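Test system: Procaspase-3 D3A mutant, all three cleavage aspartates alanine | Dosing: Single dose, 8.5 µM nominal compound, 0.8% DMSO | Schedule: 1 h preincubation, 2 h reaction | Technique: 405 nm absorbance of p-nitroaniline, reads at 0 and 120 min | Repeats: One well per compound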
* hit, by the source's call; i = inactive; / = no result given.

A first look (4 entries):
SMILES	PP5 primary	HCV core dimer	GRK2 aptamer HTS	VLA-4 inh	CTSL1 counter	PP1 counter	proCasp7 act	GASC-1 inh	proCasp3 act
COc1ccc(NC(=O)CCSc2ccc(C)cc2)cc1S(=O)(=O)Nc1ccccc1Cl	4.8	5	0	3	2	-1	8	-48	8
O=C(Cc1ccccc1F)Nc1cc(S(=O)(=O)N2CCOCC2)ccc1N1CCOCC1	0.1	/	2	0	/	2	0	7	12
CS(=O)(=O)N(CCc1ccccc1)CC(=O)N1CCN(c2ccc(F)cc2)CC1	3.3	-4	0	18	-1	1	13	22	3
Cc1noc(C)c1C(=O)OC(C)C(=O)Nc1ccc(C(N)=O)cc1 (stereo not drawn)	1.9	/	0	-1	/	-2	0	-3	14

Main list, from the start:
SMILES	PP5 primary	HCV core dimer	GRK2 aptamer HTS	VLA-4 inh	CTSL1 counter	PP1 counter	proCasp7 act	GASC-1 inh	proCasp3 act
COc1ccc(NC(=O)CCSc2ccc(C)cc2)cc1S(=O)(=O)Nc1ccccc1Cl	4.8	5	0	3	2	-1	8	-48	8
O=C(Cc1ccccc1F)Nc1cc(S(=O)(=O)N2CCOCC2)ccc1N1CCOCC1	0.1	/	2	0	/	2	0	7	12
CS(=O)(=O)N(CCc1ccccc1)CC(=O)N1CCN(c2ccc(F)cc2)CC1	3.3	-4	0	18	-1	1	13	22	3
Cc1noc(C)c1C(=O)OC(C)C(=O)Nc1ccc(C(N)=O)cc1 (stereo not drawn)	1.9	/	0	-1	/	-2	0	-3	14
Nc1c(Cl)cc(-c2cn(CCC(=O)O)c(-c3ccc(Cl)nc3)n2)cc1Cl	-0.5	-1	1	3	2	-1	-1	10	14
CCOC(=O)Cc1ccc(NS(=O)(=O)c2ccc(SC)cc2)cc1	1.9	5	0	-6	2	-1	3	0	0
O=C(Nc1ccccc1F)C1CCCN(S(=O)(=O)c2ccccc2)C1 (stereo not drawn)	0.3	3	1	-5	-2	-5	11	4	-1
COc1cccc(-c2nc3sc4c(c3c(=O)[nH]2)CCCCC4)c1	2.2	-2	0	11	0	-1	7	-3	2
COC(=O)c1ccc(OCCOCCOc2cccc3ccc(C)nc23)cc1	0.2	0	1	18	0	-2	5	5	0
CN(c1ccc(C(=O)NCCSCc2ccc(Cl)cc2)cc1)S(=O)(=O)c1ccccc1	1.1	10	4	17	-2	1	5	-25	0
Cc1ccnc(NS(=O)(=O)c2ccc(NC(=O)C34CC5CC(C)(CC(C)(C5)C3)C4)cc2)n1	-0.4	9	0	-2	2	1	-4	5	0
CCOC(=O)c1nnn(CC(=O)Nc2cc(F)ccc2F)c1C(=O)OCC	-1.2	-8	0	2	2	0	3	0	4
CCOC(=O)CC(NS(=O)(=O)c1ccc2[nH]c(=O)sc2c1)c1ccc(C)cc1 (stereo not drawn)	-0.2	-4	0	-8	-2	1	9	3	9
Cc1ccccc1NC(=O)CSc1nnnn1C	-0.1	-5	0	6	-11	-4	-1	24	-4
Cc1noc(NS(=O)(=O)c2ccc(NC(=O)C(F)(F)F)cc2)c1C	-8.2	-2	1	-14	-4	-2	-8	-1	-3
COc1cc(C(=O)NCC(=O)OCCN2C(=O)c3ccccc3C2=O)cc(OC)c1OC	0.4	-2	1	7	-3	2	5	1	8
Cc1ccc(C(=O)NC(=S)Nc2cccc(NC(=O)c3ccccc3)c2)cc1[N+](=O)[O-]	1.2	25	0	2	-3	2	-12	-3	-5
CC(C)OCCCNC(=O)c1cc(Sc2ccc(F)cc2)nc2ccccc12	-1.2	10	0	10	4	1	0	1	-2
O=C(NC1CCC(NC(=O)C(F)(F)C(F)F)CC1)C(F)(F)C(F)F (stereo not drawn)	2.5	-5	0	3	-2	-7	8	-3	6
CC(C)(C)NC(=O)C(c1ccncc1)N(Cc1ccco1)C(=O)c1ccc(-c2ccccc2)[nH]1 (stereo not drawn)	1.0	4	0	13	4	-1	-11	0	-10
O=C(NCc1ccco1)c1ccc(NS(=O)(=O)c2cccc(F)c2)cc1	4.3	-1	1	1	-1	-4	16	-8	-1
COc1ccc(C2N(C(=O)c3ccccc3)CCN2C(=O)c2ccccc2)cc1	-1.1	-1	4	-10	-2	1	1	15	-2
COc1ccc(C(=O)NC(=S)Nc2ccccc2N2CCOCC2)cc1[N+](=O)[O-]	3.0	3	0	-2	-3	-1	-10	-1	-3
O=C(Cn1cc2c(n1)CCCCC2)Nc1ccccc1Cl	2.5	-1	2	-2	5	-4	4	2	6
COc1cccc(OC)c1C(=O)NC(C)c1ccccc1 (stereo not drawn)	-2.1	-5	0	-5	7	-2	0	-2	3
CC1CCCCN1C(=O)NC12CC3CC(CC(C3)C1)C2 (stereo not drawn)	-2.4	3	3	-4	7	1	-5	11	-1
Cn1c(=O)c([N+](=O)[O-])c(-n2ccnc2)c2ccccc21	-0.5	3	0	4	2	4	3	36	5
Cc1[nH]c2ccccc2c1/C=N/Nc1ccc([N+](=O)[O-])cc1	3.0	-23	0	i	1	4	2	-1	-24
Cn1nc(C(C)(C)C)c([N+](=O)[O-])c1C(=O)NC1CCCCC1	0.6	-13	7	-3	2	1	-4	0	-1
CCCCn1c(N)c(N(CC(C)C)C(=O)CSCc2cccc(C)c2)c(=O)[nH]c1=O	-1.8	-3	1	-5	5	-2	-2	4	-2
NC(=O)COC(=O)CSc1ccc2ccccc2c1	0.1	0	0	7	-2	-4	-5	-1	1
CN(C)S(=O)(=O)c1cccc(C(=O)C2=C3SC=C(c4ccccc4)N3CC2)c1	0.8	40	0	6	2	8	-23	-4	-26
O=C(N[C@@H]1CCC(=O)N(CC[C@H](Sc2ccccc2)c2ccccc2)CC1)OCc1ccccc1	2.1	8	2	-9	1	0	3	-7	-2
CC(=O)C1C(c2ccncc2)NC(=O)NC1(O)C(F)(F)F (stereo not drawn)	4.1	5	0	3	-5	-2	4	/	1
CC(=O)c1c(C)[nH]c(C(=O)CSc2ncnc3sc(-c4ccccc4)cc23)c1C	3.8	-6	0	8	3	-2	2	-9	-6
c1cnn(Cc2cnc(N3CCOCC3)s2)c1	-0.2	-1	0	-5	-5	0	4	15	-1
CCSc1sc(CC)cc1C=O	3.9	3	0	1	-2	-3	-6	-1	9
CCC(C)NC(=O)C1CCC(CNS(=O)(=O)c2ccc3c(c2)CC(C)N3C(=O)C2CC2)CC1 (stereo not drawn)	0.8	-4	4	0	3	-2	-2	4	5
Cc1cccc(NCC(=O)N/N=C\c2cccn2C)c1	0.9	-1	0	-3	5	-5	-11	3	4
COC(=O)/C(=C/Nc1ccccc1)[N+](=O)[O-]	1.6	-1	3	17	-2	-2	-14	-1	-5
COc1ccc(OC)c(NC(=S)NCCN2CCOCC2)c1	2.9	-6	0	-3	-5	2	-7	-9	8
CSc1n[nH]c(N)c1S(=O)(=O)c1ccc(Cl)cc1	1.2	0	1	4	-1	-3	3	7	5
CC1=C(C)/C(=N\OS(=O)(=O)c2ccccc2)C=CC1=O	-1.4	-11	2	18	11	-3	-28	5	-17
CCc1ccc(C2CC(=O)N3CN(c4ccccc4)CSC3=C2C#N)cc1 (stereo not drawn)	-0.1	12	0	13	1	5	-18	3	-6
CCOC(=O)N1CCN(C(=O)CSc2ccc(C(F)(F)F)cc2[N+](=O)[O-])CC1	0.1	4	7	9	-2	-2	8	-5	2
Cc1cc(O)cc2c1C(=O)/C(=C/c1ccco1)O2	2.6	-2	1	3	8	-3	-3	-17	-9
Cc1ccc2c(C)c(C(=O)NCc3ccc(S(N)(=O)=O)cc3)oc2c1	1.8	-1	0	2	3	1	-5	-34	6
CN(C)C(=O)CN1CCN(c2nc3nonc3nc2N2CCCCC2)CC1	1.4	-2	0	2	3	0	8	-18	5
O=C(CCC1CCCCC1)NCc1ccncc1	0.2	1	2	3	-1	-2	5	0	1
O=C(Cc1ccc(F)cc1)NCC1CCCO1 (stereo not drawn)	-0.7	2	1	9	0	-3	7	-11	9
COCc1ccc(CN2CCC(n3nccc3NC(=O)CCOc3ccccc3)CC2)o1	3.4	-3	1	/	-1	1	-4	-3	2
O=C(OCC(=O)N1CCCc2ccccc21)c1cnc(Cl)c(Cl)c1	-1.0	8	5	28	-4	1	10	-9	5
COc1cc(/C=N\NC(=O)c2cccnc2)ccc1OC(=O)c1ccccc1Cl	-2.0	8	15	-15	3	-3	7	4	-5
O=C(CN1C(=O)NC2(CCc3ccccc32)C1=O)c1ccccc1 (stereo not drawn)	0.9	0	1	8	-2	0	-11	-19	3
O=C(O)C1CCN(C(=O)c2ccc3c(c2)OCO3)CC1	-3.1	-1	0	3	-1	0	3	2	2
C/C(=N\NC(=O)C(N)=O)c1cccc([N+](=O)[O-])c1	3.8	-1	0	36	-4	-1	16	5	-1
C=CCN1C(=O)/C(=C\c2ccc(Cl)cc2)N=C1SCC(=O)NC1CCCCC1	1.8	1	1	0	-1	-4	7	2	0
CN(CC(=O)Nc1ccc(F)c(F)c1F)C(=O)C1CSC2(C)CCC(=O)N12 (stereo not drawn)	1.3	/	4	9	/	0	2	-5	2
Cc1nn(Cc2ccc(Cl)cc2)c(C)c1NC(=O)c1cc(-c2ccco2)on1	2.8	8	0	-1	-3	-3	2	-3	6
COc1ccc(N(CC(=O)NCc2cccs2)S(=O)(=O)c2ccc(F)cc2)cc1	3.9	/	0	2	/	1	13	-1	-2

Next entries.
SMILES	PP5 primary	HCV core dimer	GRK2 aptamer HTS	VLA-4 inh	CTSL1 counter	PP1 counter	proCasp7 act	GASC-1 inh	proCasp3 act
CN(CC(=O)Nc1ccccc1C(F)(F)F)C(=O)CCc1nc2ccccc2c(=O)[nH]1	-0.7	-3	0	-2	-1	-1	-3	-8	13
CC(C)(C)c1cc(S(=O)(=O)CCc2ccccn2)cc(C(C)(C)C)c1F	7.5	6	2	19	6	3	-6	26	-3
CCOC(=O)c1ccc(N2C(=O)CC(N3CCN(C(=O)c4ccccc4)CC3)C2=O)cc1 (stereo not drawn)	-2.6	0	2	3	-2	3	7	-1	-11
CCc1ccccc1Nc1cc(C(=O)NCc2ccccn2)c2ccccc2n1	4.7	18	0	38	1	-2	6	-1	3
CC[C@@]1(C(=O)OC)N[C@H](CN(C)C(=O)COC)[C@@H]2C(=O)N(C)C(=O)[C@@H]21	/	/	0	17	/	/	-3	/	1
CCS(=O)(=O)c1ccc(C(=O)Nc2cccc(Cl)c2)c(Cl)c1Cl	-1.8	2	0	1	-4	-8	8	2	0
Cc1nn(CC(=O)Nc2ccc3c(c2)nc2n3CCN(C3CCCCC3)C2)c(=O)c2ccccc12	2.6	18	21	18	-1	20*	4	4	2
COc1cc2c(cc1OC)C(c1cccs1)NCC2 (stereo not drawn)	2.6	-3	2	4	-2	-2	5	1	17
Cc1cccc2nc(-c3ccccc3)nc(N3CCC(O)(c4ccc(Cl)cc4)CC3)c12	0.5	-8	1	0	3	2	10	-4	5
COc1ccc(Cc2nnc(NC(=O)c3c(-c4ccccc4)noc3C)s2)cc1OC	2.2	2	4	19	-3	-1	-15	0	-1
COc1ccc(C(=O)OCC(N)=O)cc1[N+](=O)[O-]	2.7	-8	6	19	-5	-1	13	-14	-5

Screening results from PubChem.
